RAD52 anneal inh: RAD52 DNA annealing inhibitors, primary screen, biochemical, FRET, single point, set 2 | DNA repair protein RAD52 homolog (Homo sapiens), P43351 | recombinant RAD52 DNA annealing, FRET fluorescence | inhibition, % at 18.7 µM | 0.46% of 360,000 active | AID 651710, 2012;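 active means every replicate showing at least 50% inhibition; inconclusive means mean inhibition at least 50% but not in every replicate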
Target sequence (P43351 whole entry, looked up): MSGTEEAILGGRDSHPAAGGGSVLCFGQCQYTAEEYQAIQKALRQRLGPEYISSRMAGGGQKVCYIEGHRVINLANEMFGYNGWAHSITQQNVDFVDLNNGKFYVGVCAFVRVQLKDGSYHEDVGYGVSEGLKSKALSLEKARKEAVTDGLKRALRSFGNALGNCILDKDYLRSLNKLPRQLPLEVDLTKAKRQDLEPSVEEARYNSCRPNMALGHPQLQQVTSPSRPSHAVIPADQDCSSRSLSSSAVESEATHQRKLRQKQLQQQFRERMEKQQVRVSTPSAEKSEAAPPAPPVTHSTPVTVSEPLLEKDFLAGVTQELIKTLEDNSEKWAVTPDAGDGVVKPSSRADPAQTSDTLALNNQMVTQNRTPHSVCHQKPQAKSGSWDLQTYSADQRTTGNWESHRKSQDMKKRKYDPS
EWS-Fli inh: EWS/Fli-driven NR0B1 reporter inhibitors, primary screen, A673 cells, NR0B1 luciferase, luminescence, MLPCN library | AID 651661, 2012 | inhibition, % at 12.6 µM | 0.67% of 350,000 active | viability-normalised;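 active means mean inhibition of at least 50% after viability correction, with every replicate also passing that limit; inconclusive means mean reaches 50% but only one of two replicates passes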;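 further: firefly luciferase signal divided by Alamar Blue viability fluorescence both relative to DMSO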
S100A4 inh HTS: inhibitors of S100A4-myosin IIA peptide binding, primary screen, biochemical, fluorescence polarization, TAMRA-MyoIIA peptide | inhibition, % at 10.7 µM | 0.14% of 360,000 active;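 active means mean inhibition of at least 70% across replicates, with every replicate also reaching that level; inconclusive means mean inhibition reaches 70% but some replicates fall short; inactive means mean inhibition below 70%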
Target sequence (P26447 whole entry, looked up): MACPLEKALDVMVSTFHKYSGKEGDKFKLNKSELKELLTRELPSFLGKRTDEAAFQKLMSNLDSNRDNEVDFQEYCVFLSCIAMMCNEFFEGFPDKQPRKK
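Material: S100A4 monomer protein / Buffer or medium: 50 mM HEPES pH 7.2, 10 mM CaCl2, 100 mM KCl / Times: 5 min incubation before reading / Benchmarks: neutral control DMSO, positive control TFP / Reagent: labelled myosin peptide probe, 5 nM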
XiGFP reactiv: activators of inactive X chromosome reactivation, primary screen, imaging, XiGFP fibroblasts, GFP high-content imaging, set 2; XiGFP mouse fibroblasts, % GFP-positive cells imaging, 3 d; cells co-treated with 5-aza-dC sensitizer; scaled so ellipticine positive control = 100%; activation, % at 7.58 µM; AID 743238, 2013; 0.055% of 360,000 active;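 active means mean normalized replicate activation at least 10% and every replicate at or above 10%; inconclusive means only one of the two criteria met; inactive means mean below 10% and not all replicates reach 10%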;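 further: 0% = median of on-plate neutral control wells and 100% = ellipticine 6 µM median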
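Material: SV40-immortalized XiGFP fibroblast cells, line 68-5-11 | Buffer or medium: DMEM containing 5-aza-dC | Dosing: One concentration, pinned | Times: 3 d treatment, 15 min room-temperature fixation | Controls: Ellipticine 6 µM positive control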
RAD54 branch: inhibitors of human RAD54 branch migration, primary screen, biochemical, fluorescence, single point; DNA repair and recombination protein RAD54-like (Homo sapiens), Q92698; RAD54 Holliday junction branch migration, FAM/BHQ fluorescence; inhibition, % at 10.4 µM; 0.14% of 360,000 active;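 active means mean normalized replicate activity at least 40 and at least half of replicates scoring 40 or more; inconclusive means only one of the two criteria met; inactive means mean below 40 and under half of replicates reaching 40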;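 further: 0% = median of neutral control wells and 100% = median of positive control wells; inhibitors cause a drop in the FAM fluorescence signal; in these data hits start at about 50%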
esBAF inh: Bmi1 luciferase reporter increase in mESCs, primary screen, esBAF inhibitor project, mouse ES cells, Bmi1 luciferase knock-in, single point; reporter increase, % at 12.5 µM; 2% of 350,000 active; 24 h; 100% = twice the neutral-well signal; in the data active means activation above about 40%; inconclusive means no clear call, values can overlap the other calls;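 further: 0% = median of the plate's neutral control wells and 100% = double that signal; a rise in the Bmi1 reporter signal indicates esBAF inhibition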
FN deposition inh: inhibitors of fibronectin matrix deposition, primary screen, AH1F cells, Alexa488-fibronectin fluorescence, plate reader | AH1F fibroblasts, overnight | inhibition, % at 12.6 µM | 0.086% of 350,000 active | AID 743247, 2014;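 active means mean inhibition across replicates of 30% or more, regardless of how many single replicates reach that level; inconclusive means mean under 30% yet at least half of replicates reach 30%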;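 further: positive control wells lacked labelled fibronectin entirely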
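Material: AH1F fibroblast monolayer depositing Alexa488-labelled fibronectin into matrix | Input: 10000 AH1F cells/well | Medium: DMEM plus 2% serum, read in PBS | Reagent: Alexa488-fibronectin, 24 nM final in well | Compound dosing: One dose per compound, pinned | Schedule: 1 h adhesion, overnight exposure | Measured by: Fluorescence at 485 nm excitation, 525 nm emission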
E-selectin induc: E-selectin induction in HUVECs, primary screen, imaging, HUVEC, immunofluorescence imaging, single point; activation, % at 7.58 µM; 0.37% of 260,000 active; P16581; normalized: neutral wells 0, TNF-alpha wells 100;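 active means mean E-selectin-positive cell signal at least 10% of the positive control, reached in at least 60% of replicates, without over 20% cell loss; inconclusive means no rule given, readout overlaps actives, possibly toxicity-flagged; inactive means the rest, including those meeting only one limit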;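 further: in these data hits start at about 27%; measured in HUVEC primary endothelial cells; signal is the percent of cells scored E-selectin positive by PE staining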
Target sequence (P16581 whole entry, looked up): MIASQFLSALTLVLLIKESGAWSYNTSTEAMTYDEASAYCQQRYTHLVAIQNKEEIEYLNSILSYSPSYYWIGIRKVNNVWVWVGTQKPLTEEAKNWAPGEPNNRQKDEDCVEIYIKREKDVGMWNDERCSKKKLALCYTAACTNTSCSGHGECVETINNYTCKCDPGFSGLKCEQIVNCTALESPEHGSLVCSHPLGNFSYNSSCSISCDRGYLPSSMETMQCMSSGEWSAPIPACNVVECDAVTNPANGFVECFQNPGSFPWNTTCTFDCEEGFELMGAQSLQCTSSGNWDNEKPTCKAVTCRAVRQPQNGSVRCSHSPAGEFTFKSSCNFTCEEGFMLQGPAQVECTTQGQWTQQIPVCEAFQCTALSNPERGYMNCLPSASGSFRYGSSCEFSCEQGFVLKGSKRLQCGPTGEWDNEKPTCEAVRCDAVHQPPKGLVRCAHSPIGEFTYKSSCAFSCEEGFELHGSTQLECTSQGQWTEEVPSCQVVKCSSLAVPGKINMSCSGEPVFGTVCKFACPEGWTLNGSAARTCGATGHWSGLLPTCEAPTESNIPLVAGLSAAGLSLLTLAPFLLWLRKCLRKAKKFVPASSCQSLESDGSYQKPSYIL
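System: HUVEC, human umbilical vein endothelial cells; quantity: 3,000 cells/well; buffer or medium: EGM-2 medium, gelatin-coated wells; dosing: single-point compound dose; detection: immunofluorescence imaging; evaluation: % PE-positive cells; benchmarks: TNF-alpha, DMSO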
The depositor's hits bear a star. Not a hit list; 3% or so of the library scored in one or more.

`O=C(O)[C@H]1[C@H](CO)[C@H]2Cn3c(cccc3=O)[C@H]2N1C(=O)NC1CCCC1` gave RAD52 anneal inh -7, EWS-Fli inh 2, S100A4 inh HTS -1, XiGFP reactiv 0.2, RAD54 branch -13, esBAF inh 1, FN deposition inh -4 and E-selectin induc -0.1.
Screening COc1ccccc1Nc1ncnc2sccc12 returned RAD52 anneal inh -25, EWS-Fli inh 4, S100A4 inh HTS -7, XiGFP reactiv 0.1, RAD54 branch -7, esBAF inh 6, FN deposition inh 1 and E-selectin induc -0.2.
Screening COc1cc(/C=N/NC(=S)NC2CC3CC2C2C=CCC32)ccc1O (stereo unspecified) returned RAD52 anneal inh 0, EWS-Fli inh -2, S100A4 inh HTS 1, XiGFP reactiv 0.1, esBAF inh 48*, FN deposition inh 17 and E-selectin induc 0.2.
Screening COc1ccccc1C#Cc1ccc2c(c1)O[C@@H](CN(C)Cc1cncnc1)[C@@H](C)CN([C@@H](C)CO)S2(=O)=O returned RAD52 anneal inh 4, EWS-Fli inh 7, S100A4 inh HTS -1, XiGFP reactiv -0.4, RAD54 branch -1, esBAF inh 7 and E-selectin induc 0.5.
`CCN(Cc1ccncc1)C(=O)c1cc(COc2ccc(F)cc2F)on1` gave RAD52 anneal inh -9, EWS-Fli inh 11, S100A4 inh HTS -3, XiGFP reactiv 0.0, RAD54 branch 4, esBAF inh 7 and FN deposition inh 5.
For O=C(Cc1ccccn1)N[C@H]1CC[C@H](CCn2cc(-c3ccc(F)cc3)nn2)O[C@H]1CO the results were RAD52 anneal inh 9, EWS-Fli inh 9, S100A4 inh HTS -1, XiGFP reactiv 0.1, FN deposition inh 2 and E-selectin induc -0.1.
Screening Cc1cc(C)c(S(=O)(=O)Cc2ccccc2)c(=O)[nH]1 returned RAD52 anneal inh -5, EWS-Fli inh 1, S100A4 inh HTS 18, XiGFP reactiv 0.0, esBAF inh -8, FN deposition inh 5 and E-selectin induc -1.0.
For CCCC1CC(C)(/C(C)=N\NC(N)=S)OC1=O (stereo unspecified) the results were RAD52 anneal inh -3, EWS-Fli inh -2, S100A4 inh HTS 15, XiGFP reactiv 0.0, RAD54 branch 6, esBAF inh -12, FN deposition inh -17 and E-selectin induc inconclusive.
Screening Cc1cc(N)n2nc(C)c(-c3ccccc3)c2n1 returned RAD54 branch 5, esBAF inh 3, FN deposition inh 11 and E-selectin induc 7.4.
Cc1ccc(S(=O)(=O)NCCCCCC(=O)Nc2ccccc2C)cc1 was read as RAD52 anneal inh 4, EWS-Fli inh -12, S100A4 inh HTS -1, XiGFP reactiv -0.2, RAD54 branch -8, esBAF inh -7, FN deposition inh 4 and E-selectin induc 0.5.
Screening CN(CC(=O)Nc1cccc(F)c1)C(=O)CCC1CCCCC1 returned RAD52 anneal inh -5, EWS-Fli inh -3, S100A4 inh HTS 0, XiGFP reactiv 0.3, RAD54 branch -7, esBAF inh -3 and FN deposition inh -4.
Screening CCc1ccc(NC(=O)COC(=O)c2nc3nc(C)cc(C)n3n2)cc1 returned RAD52 anneal inh -18, EWS-Fli inh -2, S100A4 inh HTS -6, XiGFP reactiv -0.1, RAD54 branch 0, esBAF inh 5 and FN deposition inh 1.
O=c1c2ccccc2n(CC(O)CN2CCOCC2)c2ccccc12 (stereo unspecified) was read as RAD52 anneal inh 7, EWS-Fli inh -14, S100A4 inh HTS 6, XiGFP reactiv 0.3, RAD54 branch 8, esBAF inh -5, FN deposition inh 12 and E-selectin induc -0.1.
Screening COc1cccc2cc(C(=O)OCC(=O)N3CC(C)OC(C)C3)c(=O)oc12 (stereo unspecified) returned RAD52 anneal inh -17, EWS-Fli inh -40, S100A4 inh HTS 0, XiGFP reactiv -0.2, RAD54 branch 0, esBAF inh 64*, FN deposition inh 4 and E-selectin induc 3.8.
`O=C1OC(c2ccccc2)Cc2cc(C(=O)N3CCN(c4ccc(F)cc4)CC3)ccc21` (stereo unspecified) gave RAD52 anneal inh -20, EWS-Fli inh 4, S100A4 inh HTS -19, XiGFP reactiv 0.7, RAD54 branch 6, FN deposition inh -10 and E-selectin induc -0.1.
Screening CNC(=S)NNC(=O)c1c(C)nc2cc(C)ccn12 returned RAD52 anneal inh -10, EWS-Fli inh 13, S100A4 inh HTS -4, XiGFP reactiv 0.0, RAD54 branch -8, esBAF inh -14, FN deposition inh 5 and E-selectin induc 0.1.
`CO[C@H](CN(C)C(=O)c1ccccc1F)[C@H](C)CN([C@H](C)CO)S(=O)(=O)c1ccccc1` gave RAD52 anneal inh 5, EWS-Fli inh -5, S100A4 inh HTS 6, XiGFP reactiv 0.1, RAD54 branch 17, esBAF inh -3, FN deposition inh -3 and E-selectin induc 0.0.
For O=C(C[C@@H]1CC[C@@H]2[C@H](COC[C@H](O)CN2C(=O)c2cc(Cl)cc(Cl)c2)O1)N1CCc2ccccc2C1 the results were EWS-Fli inh 8, XiGFP reactiv 0.4, RAD54 branch -1, esBAF inh 1, FN deposition inh 13 and E-selectin induc 0.2.
Screening Cc1c(Br)c([N+](=O)[O-])nn1C(C)C(=O)Nc1ccc2c(c1)OCO2 (stereo unspecified) returned RAD52 anneal inh -11, EWS-Fli inh -29, S100A4 inh HTS 7, RAD54 branch 3 and esBAF inh 7.
`CCCC(=O)N1CCCC(C(=O)c2ccc(OC)c(OC)c2)C1` (stereo unspecified) gave RAD52 anneal inh -16, EWS-Fli inh -2, S100A4 inh HTS -6, XiGFP reactiv 0.0, RAD54 branch -2, esBAF inh 5, FN deposition inh -2 and E-selectin induc -0.1.
Screening CC(OC(=O)c1ccc2c(=O)n3c(nc2c1)CCC3)C(=O)Nc1ccc(C(N)=O)cc1 (stereo unspecified) returned RAD52 anneal inh -29, EWS-Fli inh -4, S100A4 inh HTS -18, XiGFP reactiv 0.0, RAD54 branch -5, esBAF inh -11 and FN deposition inh 11.
Screening O=C(C[C@H]1CC[C@H]2[C@@H](COC[C@H](O)CN2Cc2cccc(Cl)c2)O1)NCC1CCCCC1 returned RAD52 anneal inh -4, EWS-Fli inh 5, S100A4 inh HTS 6, XiGFP reactiv 0.1, RAD54 branch 2, esBAF inh 10, FN deposition inh -1 and E-selectin induc -0.1.
`CC(C)NC(=O)Nc1ccc2c(c1)C(=O)N([C@@H](C)CO)C[C@H](C)[C@H](CN(C)CC1CCCCC1)OCCCC[C@H](C)O2` gave RAD52 anneal inh 16, S100A4 inh HTS 16, XiGFP reactiv -0.1, RAD54 branch 9, esBAF inh 0, FN deposition inh 11 and E-selectin induc 0.0.
For CCc1ccc(S(=O)(=O)/N=C2\C=C(NS(=O)(=O)c3ccccc3)C(=O)c3ccccc32)cc1 the results were RAD52 anneal inh -22, EWS-Fli inh -107, S100A4 inh HTS -5, XiGFP reactiv -0.1, RAD54 branch 15, esBAF inh -1, FN deposition inh -9 and E-selectin induc 0.2.
For COc1ccc(NC(=O)N(C)C[C@@H]2Oc3ccc(NC(=O)CCN4CCOCC4)cc3C(=O)N([C@@H](C)CO)C[C@H]2C)cc1 the results were RAD52 anneal inh -9, EWS-Fli inh -3, S100A4 inh HTS 0, XiGFP reactiv 0.2, RAD54 branch 0, esBAF inh 3, FN deposition inh 0 and E-selectin induc -0.2.
`COc1cccc(C2c3[nH]c4ccccc4c3C[C@H]3C(=O)N(c4ccccc4C(=O)NCCCN4CCOCC4)C(=O)N23)c1` (stereo partly specified) gave RAD52 anneal inh 15, EWS-Fli inh 8, S100A4 inh HTS -1, RAD54 branch -6 and esBAF inh 6.
For O=C(Nc1ccc2c(c1)OCO2)C1CCN(C(=O)c2ccc(Br)cc2)CC1 the results were RAD52 anneal inh -6, EWS-Fli inh -14, S100A4 inh HTS 0, XiGFP reactiv 0.2 and FN deposition inh -15.
Cc1ccc(C)c(NC(=S)N/N=C2/CCCCc3ccccc32)c1 was read as RAD52 anneal inh -6, EWS-Fli inh 4, S100A4 inh HTS -2, XiGFP reactiv 0.1, FN deposition inh 2 and E-selectin induc 0.1.
Screening COc1ccc(C(=O)COC(=O)c2ccn(C)n2)cc1 returned RAD52 anneal inh -12, EWS-Fli inh -21, S100A4 inh HTS 0, XiGFP reactiv 0.0, RAD54 branch -2, esBAF inh 36 and FN deposition inh 8.
For CCC1(c2ccc(F)cc2)NC(=O)N(CC(=O)N(CCC#N)c2ccccc2)C1=O (stereo unspecified) the results were RAD52 anneal inh -3, EWS-Fli inh -20, S100A4 inh HTS 1, XiGFP reactiv 0.3, RAD54 branch -11, esBAF inh -9, FN deposition inh -5 and E-selectin induc 0.3.
COc1ccc(N(CC(=O)NCc2ccccc2C)S(=O)(=O)c2ccccc2[N+](=O)[O-])c(OC)c1 was read as RAD52 anneal inh -38, EWS-Fli inh 9, S100A4 inh HTS -2, XiGFP reactiv 0.0, esBAF inh -7 and FN deposition inh 11.
`COc1ccc(OC)c(C2CC(=O)NC(SC)=C2C#N)c1` (stereo unspecified) gave RAD52 anneal inh -13, EWS-Fli inh 2, S100A4 inh HTS 5, XiGFP reactiv 0.0, RAD54 branch -1, esBAF inh -1, FN deposition inh -2 and E-selectin induc 0.3.
For CSc1sc(C(=O)NNC(C)=O)c2c1C1(CCC2)SCCS1 the results were RAD52 anneal inh -11, EWS-Fli inh 5, S100A4 inh HTS -4, XiGFP reactiv 0.3 and FN deposition inh 5.
Cc1cccc(C)c1OCc1nnc(SCC(=O)Nc2ccc(N3CCOCC3)cc2)o1 was read as RAD52 anneal inh -11, EWS-Fli inh -7, S100A4 inh HTS -2, XiGFP reactiv 0.3, esBAF inh 0, FN deposition inh 0 and E-selectin induc -0.1.
Screening COc1ccc(-c2cc(C(=O)N(C)CC(=O)Nc3cccc(F)c3)c3ccccc3n2)cc1 returned RAD52 anneal inh -20, EWS-Fli inh -5, S100A4 inh HTS 4, XiGFP reactiv -0.1, RAD54 branch 2, esBAF inh 7, FN deposition inh 1 and E-selectin induc 0.3.
Screening CCCNC(=O)NC[C@H]1[C@H](c2ccc(C3=CCCC3)cc2)[C@@H](CO)N1C(=O)CC returned RAD52 anneal inh -20, EWS-Fli inh 0, S100A4 inh HTS -8, XiGFP reactiv 0.2, RAD54 branch -4, esBAF inh 3, FN deposition inh 10 and E-selectin induc 0.1.
For COC(=O)NNC1=CC(=O)CC(C)(C)C1 the results were RAD52 anneal inh -7, EWS-Fli inh 8, S100A4 inh HTS -10, XiGFP reactiv 0.3, FN deposition inh 3 and E-selectin induc 1.4.
For CCCNC(=O)C(Cc1cccc(Cl)c1)NC(=O)c1ccccc1 (stereo unspecified) the results were RAD52 anneal inh 2, EWS-Fli inh 0, S100A4 inh HTS -1, XiGFP reactiv 0.3, RAD54 branch 11, esBAF inh -15, FN deposition inh 3 and E-selectin induc -0.3.

Screening data: PubChem, Broad Institute
